STEP inh = blocks human striatal-enriched tyrosine phosphatase; P54829; recombinant STEP, OMFP fluorogenic substrate, fluorescence; inhibition, % at 20 µM; hit rate 0.25% among 360,000;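 active = inhibition at 20 µM, scaled per plate between control wells, above about 37%, limit read from the data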;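 note: 0% = DMSO with enzyme and substrate and 100% = substrate only without enzyme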
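Test system: STEP tyrosine phosphatase / Reagent: OMFP at 25 µM / Doses: 20 µM, 1% DMSO / Read-out: percent inhibition scaled to no-enzyme and uninhibited-enzyme controls, plate-pattern corrected / Detection: FITC-channel fluorescence of OMFP product / Medium: Bis-Tris buffer pH 6.0, 2.5 mM DTT, 0.005% Tween 20 / Schedule: 20 min at room temperature, dark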
DNMT1 block = inhibitors of human DNMT1 | P26358 | DNMT1 molecular beacon, Hinp1I cleavage, fluorescence | inhibition (reported as % activation of signal), % at 10 µM | hit rate 0.83% among 360,000 | AID 588458; in the data active = inhibition above about 50%
Target sequence (P26358 504-1616 limits assumed): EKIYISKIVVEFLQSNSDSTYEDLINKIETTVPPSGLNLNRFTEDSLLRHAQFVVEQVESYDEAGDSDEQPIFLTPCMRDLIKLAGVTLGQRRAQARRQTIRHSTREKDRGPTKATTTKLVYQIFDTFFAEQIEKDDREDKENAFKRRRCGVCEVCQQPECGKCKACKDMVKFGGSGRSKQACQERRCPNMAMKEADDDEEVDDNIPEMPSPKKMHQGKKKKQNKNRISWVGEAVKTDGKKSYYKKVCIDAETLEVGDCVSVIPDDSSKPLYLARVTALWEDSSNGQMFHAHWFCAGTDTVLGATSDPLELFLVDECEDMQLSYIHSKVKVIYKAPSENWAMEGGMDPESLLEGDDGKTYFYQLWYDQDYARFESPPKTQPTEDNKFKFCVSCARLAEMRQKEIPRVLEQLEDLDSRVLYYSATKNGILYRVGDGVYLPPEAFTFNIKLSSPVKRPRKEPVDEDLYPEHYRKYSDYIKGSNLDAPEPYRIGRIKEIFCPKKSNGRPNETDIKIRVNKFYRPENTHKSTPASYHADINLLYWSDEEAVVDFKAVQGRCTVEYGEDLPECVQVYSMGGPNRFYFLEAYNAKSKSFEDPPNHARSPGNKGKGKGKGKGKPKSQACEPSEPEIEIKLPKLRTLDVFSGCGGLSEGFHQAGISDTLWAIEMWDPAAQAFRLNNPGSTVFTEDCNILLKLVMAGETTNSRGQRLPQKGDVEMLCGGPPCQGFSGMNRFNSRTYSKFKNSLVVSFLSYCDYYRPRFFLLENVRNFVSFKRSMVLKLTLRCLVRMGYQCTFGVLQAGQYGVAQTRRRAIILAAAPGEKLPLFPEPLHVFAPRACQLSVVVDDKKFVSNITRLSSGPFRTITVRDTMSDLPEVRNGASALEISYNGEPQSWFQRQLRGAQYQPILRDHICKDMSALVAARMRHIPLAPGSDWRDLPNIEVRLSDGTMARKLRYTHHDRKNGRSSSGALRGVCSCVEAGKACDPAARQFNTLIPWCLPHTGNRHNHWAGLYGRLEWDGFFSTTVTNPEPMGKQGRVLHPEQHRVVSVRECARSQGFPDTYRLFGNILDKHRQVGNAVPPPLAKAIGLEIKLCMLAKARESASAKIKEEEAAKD
E coli Lon inh = inhibitors of E. coli Lon protease. P0A9M0. purified E. coli Lon protease, fluorescence polarization. inhibition, % at 7.94 µM. hit rate 0.42% among 360,000; in the data active = inhibition above about 13%, passing the limit was not always enough;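 note: 0% = enzyme with probe and DMSO and 100% = no enzyme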
MsrA inh = inhibits bovine methionine sulfoxide reductase A; purified bovine MsrA, absorbance read-out; inhibition, % at 15.5 µM; hit rate 0.75% among 360,000; in the data active = inhibition above about 4.5%;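 note: 0% = vehicle wells with enzyme and 100% = reference inhibitor wells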
SUMO1 PPI mod = alters human SUMO1 binding to SIM partners; SUMO1 binding to a labelled peptide, TR-FRET, 1 h; inhibition, % at 20 µM; hit rate 0.33% among 360,000; P63165; in the data active = inhibition above about 37%
MsrA act = activates bovine MsrA enzyme; AID 602163; activation, % at 10.6 µM; purified bovine MsrA, absorbance read-out; hit rate 0.3% among 360,000; in the data active = activation above about 7.5%;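 note: 0% = vehicle and 100% = reference activator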
LMPTP inh = LMPTP (human) inhibition | recombinant LMPTP-A, OMFP fluorogenic substrate, fluorescence intensity | inhibition, % at 20 µM | hit rate 0.22% among 360,000 | AID 651560;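 active = compounds that cut the enzyme signal by at least half of the control window in the single-dose screen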;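 note: plate controls were DMSO wells with enzyme plus substrate for no effect and substrate without enzyme for full effect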
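Test system: LMPTP-A phosphatase enzyme. Amount: LMPTP-A at 0.625 nM final in the reaction. Reagent: OMFP substrate, 400 µM final. Times: 50 min at room temperature. Signal: endpoint fluorescence intensity from OMFP dephosphorylation. Read-out basis: % inhibition. Benchmarks: no-enzyme and uninhibited controls.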
Scp1 inh = blocks human Scp-1 phosphatase activity | Q9GZU7 | Recombinant Scp1, phosphopeptide, malachite green phosphate absorbance | inhibition, % at 20 µM | hit rate 0.88% among 340,000 | AID 493091;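 active = inhibition above about 50% at 20 µM, limit read from the data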;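 note: plate controls were DMSO wells with enzyme for no effect and wells lacking enzyme for full effect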
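Incubation: 45 min enzyme reaction at room temperature / System: truncated SCP-1 phosphatase (76-261aa) / Reagent: Phospho 17-mer peptide substrate / Buffer or medium: Acidic Tris acetate buffer with magnesium and detergent / Signal: absorbance at 630 nm / Doses: one concentration, 20 µM, with 1.0% DMSO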
NRP1-CendR mod = modulators of CendR peptide binding to human neuropilin-1 | hit rate 0.85% among 360,000 | inhibition, % at 25 µM | FAM-RPARPAR peptide binding to NRP-1, fluorescence polarization;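 active = inhibition or corrected inhibition above about 18%, plus a signal ratio from 0.5 to 1.5, limit read from the data, passing the limit was not always enough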; note: strong numbers were not always called active
TbMetRS inhib = Trypanosoma brucei MetRS inhibition | purified T. brucei MetRS, ATP depletion, Kinase-Glo luminescence | inhibition, % at 11.9 µM | hit rate 0.4% among 360,000;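 active = inhibition above a per-plate cutoff of the control wells' mean inhibition plus 3 SD, cut at about 5.5% in these data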;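 note: 0% = DMSO wells median and 100% = median of wells with control inhibitor compound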
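System: purified T. brucei MetRS enzyme / Detection: Kinase-Glo luciferase luminescence reporting remaining unconsumed ATP / Medium: HEPES buffer with MgCl2, KCl, DTT, spermine, BSA, pyrophosphatase / Replication: singlicate, one well per compound / Evaluation: percent inhibition relative to median high and low control wells / Schedule: 2 h aminoacylation at 25 °C after 15 min preincubation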
An asterisk follows results filed as active; i = inactive; nt = no result given; + = active, no number. Not a hit list. About 4.3% of those tested had a hit in this group.

SMILES	STEP inh	DNMT1 block	E coli Lon inh	MsrA inh	SUMO1 PPI mod	MsrA act	LMPTP inh	Scp1 inh	NRP1-CendR mod	TbMetRS inhib
O=C(CCCCCCCC(=O)N1CCCCC1)N1CCCCC1	0	0	-9	-0.3	-3	4	-0.1	-5	15	-0.1
COc1ccc(CCNC(=O)C(=O)NCC2OCCN2C(=O)c2ccc(Cl)cc2)cc1OC (centres undefined)	1	-3	-12	0.4	-3	-4	-1.0	-9	7	-0.2
COc1ccc(Cn2ccnc2SCC(=O)Nc2ccccc2F)cc1	1	-1	7	-0.7	0	-3	-0.3	-2	12	0.3
Cc1cc(C)c2nc(NCc3ccccc3O)sc2c1	-2	-4	-2	-0.1	5	2	3.7	-4	11	-0.5
O=C(Cn1ccc2ccccc2c1=O)NCCC(=O)N1CCN(c2cccc(Cl)c2)CC1	2	-3	10	0.0	1	0	-0.4	11	13	-0.5
O=C(Nc1c(Cl)cc2c(c1Cl)Cc1cc([N+](=O)[O-])ccc1-2)C(Cl)Cl	4	21	2	0.3	-22	0	1.0	2	2	-0.3
Cc1nc2nc(SCC(=O)c3ccc([N+](=O)[O-])cc3)[nH]c2cc1Br	-2	1	-4	2.8	-10	0	0.2	-8	-7	0.4
O=C(CNC(=O)c1cccs1)Nc1ccc(N2CCOCC2)cc1	0	4	3	-0.9	0	-2	0.2	-5	14	-0.1
Cc1ccc2cc(C#N)c(N3CCCN(S(=O)(=O)c4ccccc4)CC3)nc2c1C	0	-13	-24	1.1	-100	-4	1.9	-4	-47	0.0
Cn1cc(Br)c(C(=O)NNC(=O)c2ccc(Br)cc2)n1	-2	-2	-7	-0.1	6	-3	-1.1	-3	-3	-0.9
CC(=O)c1cccc(NC(=O)CCS(=O)(=O)c2cc3c(cc2C)NC(=O)CO3)c1	0	3	-2	-0.4	0	1	-0.4	-2	-4	1.1
CN1C(=O)NC(c2ccccc2[N+](=O)[O-])C2=C1CCCC2=O (centres undefined)	-3	-2	+	2.6	-21	-9	1.5	-11	117	-0.6
COc1ccc(-n2c(=S)[nH]c3cc(C(=O)NCCCN4CCOCC4)ccc3c2=O)cc1	0	0	-4	-0.4	-4	-1	0.3	-4	5	-0.2
CCc1ccc(CNC(=O)CCc2nc(-c3cccs3)no2)cc1	-2	3	2	-1.2	5	0	0.6	-7	-7	-0.3
COCC(=O)N1CCCN(c2nc3c(C)cccc3cc2C#N)CC1	3	-6	-3	1.4	-19	-12	-1.1	3	-24	-0.4
CCC1Oc2ccc(C)cc2N(CC(=O)NCCc2ccc(OC)c(OC)c2)C1=O (centres undefined)	1	1	-1	0.0	2	-8	0.5	12	3	-0.8
CO[C@@H]1CN(C)C(=O)c2cc(NC(=O)Nc3cc(F)ccc3F)ccc2OC[C@H](C)N(C(=O)c2cnccn2)C[C@@H]1C	nt	nt	nt	-0.1	5	nt	0.2	nt	0	6.2*
CCN(c1ccccc1)S(=O)(=O)c1ccc(Cl)c(C(=O)NC2CCN(Cc3ccccc3)CC2)c1	-1	-3	-3	-0.1	-11	-2	-9.7	-4	-10	0.1
CCOC(=O)c1cc(CC)sc1NC(=O)CN1CCN(C(=O)C2CCCO2)CC1 (centres undefined)	-1	-1	5	0.3	4	-9	0.4	1	-15	0.0
Cc1ccc(C(=O)NNc2nc3ccccc3nc2C(F)(F)F)cc1	-5	-6	1	0.6	-11	-4	0.9	-7	2	-1.1
CCN(CC(=O)NCc1ccc(F)cc1)C(=O)c1ccc(COc2ccccc2)cc1	0	-4	-6	-1.5	-1	-2	0.2	-7	11	-0.3
C[C@H](CO)N1C[C@H](C)[C@@H](CN(C)Cc2ccc3c(c2)OCO3)Oc2ccc(NC(=O)Cn3cnnn3)cc2C1=O	1	4	29	-0.9	4	-11	1.3	-10	-8	0.0
COc1cc(/C=C2\C(=N)N3N=C(C)SC3=NC2=O)cc(Cl)c1OCCOc1ccc(NC(C)=O)cc1	1	-4	-6	0.5	14	0	1.6	5	-28	-0.2
NC(c1ccccc1)c1csc(NC(=O)Nc2ccccc2Oc2ccccc2)n1 (centres undefined)	4	-20	-8	-0.1	-26	-3	2.7	nt	-2	-0.3
CCN(CC)CCn1c(=S)[nH]c2cc3c(cc2c1=O)OCO3	4	0	-5	2.9	1	-4	-0.7	-4	1	-0.2
CCCC[n+]1c(C)sc2cc(OC)ccc21	-4	-1	1	-0.7	-1	-5	-3.2	-4	-2	-0.8
CCCOc1ccc(NC(=O)C2CC(=O)N/C(=N/N=C(C)/C=C/c3ccc(N(C)C)cc3)S2)cc1 (centres undefined)	1	-24	-159	2.8	-7	-2	1.4	-4	-20	1.8
c1ccc2c(c1)NC(CN1CCOCC1)CO2 (centres undefined)	-2	-1	1	-0.3	-3	-1	-0.4	-7	7	-1.3
CC(=O)N1CCN(C(=O)COC(=O)COc2ccc(C#N)cc2)CC1	1	9	-6	0.4	6	-1	-1.6	-7	5	-0.3
CN1CCN(S(=O)(=O)c2ccc3c4c(cccc24)C(=O)N3)CC1	-2	-1	-4	1.5	-19	-2	-2.4	-3	-5	0.1
CC1=NN(C(N)=S)C(=O)C1N=Nc1ccc([N+](=O)[O-])cc1 (centres undefined)	2	-5	1	nt	-55	-3	3.3	-6	-1	-0.5
COc1ccc(CNC(=O)[C@@H](NC(=O)C2CCN(C(=O)[C@@H]3CCCN3C(=O)OC(C)(C)C)CC2)C(C)C)cc1	0	2	-6	-0.3	-3	0	0.1	-1	7	1.1
C=CCC(C(=O)OC)(C(=O)OC)c1ccc(C(F)(F)F)cc1[N+](=O)[O-]	-1	1	-2	0.0	-5	-2	-0.2	-5	1	0.6
Cc1cc(C(=O)Nc2nccs2)c2cc(F)ccc2n1	-4	-2	1	1.4	1	-9	-1.5	8	-8	-1.1
CCN(CC)C(=S)NC(=O)c1cc(OC)c(OC)c(OC)c1	-2	2	2	1.3	1	-5	-0.5	1	2	-0.6
COc1cc(CNc2ncnc3c2ncn3[C@H]2CN(Cc3ccc4c(c3)OCO4)C[C@@H](CO)O2)cc(OC)c1OC	1	-1	-12	0.1	0	-1	0.4	nt	-3	-0.1
Cc1ccc(SCCCCN2CCOCC2)cc1	-1	-3	2	-1.0	-3	-3	-0.4	-6	5	-0.5
CN(Cc1ccccc1)S(=O)(=O)c1cc2c3c(c1)CCN3C(=O)CC2	-1	4	4	-1.1	0	-4	-0.6	5	8	-0.4
Clc1ccccc1/C=C/c1nc(-c2cccnc2)no1	1	-4	-9	2.0	-6	-1	1.0	-11	-25	-0.4
CCC1CN(C(=O)NCc2ccc(F)cc2)c2ccccc2O1 (centres undefined)	0	5	-2	-0.7	-5	-1	-0.6	-15	4	-0.3
O=S(=O)(Nc1nc2ccccc2s1)c1ccc(Cl)nc1	-2	1	2	1.2	5	-7	0.4	-7	4	-1.0
CN(C)c1ccc(/C=C/C(=O)c2ccc3c(c2)OCO3)cc1	-50	0	i	1.1	-48	0	6.4	-2	144	-0.3
O=C(c1cc2cc(F)ccc2[nH]1)N(Cc1cccnc1)CC1CCCN(C2CCCCC2)C1 (centres undefined)	0	-2	-2	0.0	-4	-4	1.5	-5	11	0.0
Cc1ccc(S(=O)(=O)N2CCCC2)cc1C(=O)NCCN1CCOCC1	2	0	4	0.3	-5	-2	0.2	-7	0	0.0

In the list so far, these contain fluorine:
SMILES	STEP inh	DNMT1 block	E coli Lon inh	MsrA inh	SUMO1 PPI mod	MsrA act	LMPTP inh	Scp1 inh	NRP1-CendR mod	TbMetRS inhib
COc1ccc(Cn2ccnc2SCC(=O)Nc2ccccc2F)cc1	1	-1	7	-0.7	0	-3	-0.3	-2	12	0.3
CO[C@@H]1CN(C)C(=O)c2cc(NC(=O)Nc3cc(F)ccc3F)ccc2OC[C@H](C)N(C(=O)c2cnccn2)C[C@@H]1C	nt	nt	nt	-0.1	5	nt	0.2	nt	0	6.2*
Cc1ccc(C(=O)NNc2nc3ccccc3nc2C(F)(F)F)cc1	-5	-6	1	0.6	-11	-4	0.9	-7	2	-1.1
CCN(CC(=O)NCc1ccc(F)cc1)C(=O)c1ccc(COc2ccccc2)cc1	0	-4	-6	-1.5	-1	-2	0.2	-7	11	-0.3
C=CCC(C(=O)OC)(C(=O)OC)c1ccc(C(F)(F)F)cc1[N+](=O)[O-]	-1	1	-2	0.0	-5	-2	-0.2	-5	1	0.6
Cc1cc(C(=O)Nc2nccs2)c2cc(F)ccc2n1	-4	-2	1	1.4	1	-9	-1.5	8	-8	-1.1
CCC1CN(C(=O)NCc2ccc(F)cc2)c2ccccc2O1 (centres undefined)	0	5	-2	-0.7	-5	-1	-0.6	-15	4	-0.3
O=C(c1cc2cc(F)ccc2[nH]1)N(Cc1cccnc1)CC1CCCN(C2CCCCC2)C1 (centres undefined)	0	-2	-2	0.0	-4	-4	1.5	-5	11	0.0
